Bioassay records as filed in PubChem BioAssay.
PglD DTNB: PglD (C. jejuni) enzyme inhibition; inhibition, % at 12.5 µM; 0.098% of 360,000 active; purified PglD enzyme, DTNB colorimetric CoA detection; in the data active means inhibition above about 16%, passing the limit was not always enough; inconclusive means no clear call, values can overlap the other calls; further: strong numbers were not always called active
RAD52 anneal inh: RAD52 (human) annealing inhibition; inhibition, % at 18.7 µM; recombinant RAD52 DNA annealing, FRET fluorescence; P43351; AID 651710; 0.46% of 360,000 active;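 active means every replicate showing at least 50% inhibition; inconclusive means mean inhibition at least 50% but not in every replicate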
E-sel inducer: induces E-selectin expression in human endothelial cells; HUVEC E-selectin immunofluorescence imaging; normalized: neutral wells 0, TNF-alpha wells 100; activation, % at 7.58 µM; 0.37% of 260,000 active;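 active means mean E-selectin-positive cell signal at least 10% of the positive control, reached in at least 60% of replicates, without over 20% cell loss; inconclusive means no rule given, readout overlaps actives, possibly toxicity-flagged; inactive means the rest, including those meeting only one limit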;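 further: in these data hits start at about 27%; measured in HUVEC primary endothelial cells; signal is the percent of cells scored E-selectin positive by PE staining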
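Test system: HUVEC; input: 3,000 HUVEC/well; measured by: immunofluorescence imaging; read-out: % PE-positive cells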
ERp5 block: ERp5 (human) disulfide isomerase inhibition; ERp5 insulin aggregation, absorbance 650 nm, 90 min; inhibition, % at 9.99 µM; AID 651711; 0.05% of 350,000 active;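 active means mean replicate inhibition above about 25%, with every replicate also reaching it, limit read from the data, passing the limit was not always enough; inconclusive means only one of those two criteria met; inactive means neither criterion met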
Target sequence (Q15084 whole entry, looked up): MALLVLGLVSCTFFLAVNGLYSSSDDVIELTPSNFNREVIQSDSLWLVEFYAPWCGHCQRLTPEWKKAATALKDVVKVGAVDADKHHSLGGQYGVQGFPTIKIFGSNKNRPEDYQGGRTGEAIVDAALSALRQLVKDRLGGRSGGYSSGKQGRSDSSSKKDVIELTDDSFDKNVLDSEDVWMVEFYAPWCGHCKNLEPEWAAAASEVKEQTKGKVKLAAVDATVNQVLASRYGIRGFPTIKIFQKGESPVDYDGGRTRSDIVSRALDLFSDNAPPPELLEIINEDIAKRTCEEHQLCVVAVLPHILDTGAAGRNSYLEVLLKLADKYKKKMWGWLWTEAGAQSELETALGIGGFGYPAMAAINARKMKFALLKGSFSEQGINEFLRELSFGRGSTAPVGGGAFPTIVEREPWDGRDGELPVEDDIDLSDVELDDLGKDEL
CASP6 VEID inh: caspase-6 (human) enzyme inhibition | P55212 | purified caspase-6, Z-VEID-R110 cleavage fluorescence | inhibition, % at 12.5 µM | 0.53% of 350,000 active | AID 686996;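 active means mean inhibition across replicates at least about 35%, with every replicate also reaching that limit, limit read from the data; inconclusive means only one of the two criteria met; inactive means neither criterion met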;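 further: 0% = median of neutral control wells and 100% = no fluorescence left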
Target sequence (P55212 24-179 limits assumed): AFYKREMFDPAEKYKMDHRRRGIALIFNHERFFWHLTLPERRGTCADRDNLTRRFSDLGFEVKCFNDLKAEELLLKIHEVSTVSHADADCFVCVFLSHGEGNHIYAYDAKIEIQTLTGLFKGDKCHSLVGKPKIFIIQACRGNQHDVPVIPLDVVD
Target sequence (P55212 194-293 limits assumed): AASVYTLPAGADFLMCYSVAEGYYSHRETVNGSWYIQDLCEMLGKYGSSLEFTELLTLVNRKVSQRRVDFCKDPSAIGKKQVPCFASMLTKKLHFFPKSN
ARNT TACC3 PPI: disruptors of human ARNT/TACC3 interaction | Q9Y6A5 | AlphaScreen His-ARNT PAS-B/GST-TACC3 binding, luminescence; TACC3 fragment carries E629A point mutation | inhibition, % at 9.99 µM | 0.66% of 390,000 active;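 active means mean inhibition of replicates at least 50% and at least half of replicates each reaching 50%; inconclusive means half or more replicates reach 50% but mean below 50%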;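 further: 0% = complete ARNT plus TACC3 wells and 100% = ARNT alone without TACC3; many hits fall short of the cut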
esBAF inh: blocks esBAF chromatin remodeling in mouse ES cells | Bmi1-luciferase knock-in reporter, 24 h; 100% = twice the neutral-well signal | reporter increase, % at 12.5 µM | 2% of 350,000 active | AID 602393; in the data active means activation above about 40%; inconclusive means no clear call, values can overlap the other calls;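 further: 0% = median of the plate's neutral control wells and 100% = double that signal; a rise in the Bmi1 reporter signal indicates esBAF inhibition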
RAD54 inh: RAD54 (human) branch migration inhibition; 0.14% of 360,000 active; inhibition, % at 10.4 µM; AID 602329; RAD54 Holliday junction branch migration, FAM/BHQ fluorescence;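 active means mean normalized replicate activity at least 40 and at least half of replicates scoring 40 or more; inconclusive means only one of the two criteria met; inactive means mean below 40 and under half of replicates reaching 40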;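 further: 0% = median of neutral control wells and 100% = median of positive control wells; inhibitors cause a drop in the FAM fluorescence signal; in these data hits start at about 50%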
Active calls of the source: *; u = inconclusive; x = no result given; & = joins results of further samples.

SMILES	PglD DTNB	RAD52 anneal inh	E-sel inducer	ERp5 block	CASP6 VEID inh	ARNT TACC3 PPI	esBAF inh	RAD54 inh
COc1cc(OC)cc(C(=O)NC(=S)Nc2nc(-c3cc4ccccc4o3)cs2)c1	0	-27	2.6	-1	-1	-6	9	4
COc1ccc(CCNC(=O)CSc2nc(=O)n3cccc(C)c3n2)cc1OC	4	-9	x	0	-2	-3	0	-15
C[C@H](CO)N1C[C@H](C)[C@H](CN(C)C(=O)Nc2ccc3c(c2)OCO3)Oc2ccc(NC(=O)NC3CCCCC3)cc2CC1=O	3	2	-7.7	0	1	-5	-1	2
CCCN(C)C[C@@H]1Oc2ncc(-c3ccc(F)cc3)cc2C(=O)N([C@H](C)CO)C[C@@H]1C	4	13	1.7	-1	0	1	-4	5
CCCNC(=O)N(C)C[C@@H]1Oc2cc(C#CCN(C)C)ccc2S(=O)(=O)N([C@@H](C)CO)C[C@@H]1C	2	-1	0.6	-3	-16	10	1	0
COc1cc(C(=S)N2CCOCC2)ccc1OC(=O)c1ccccc1[N+](=O)[O-]	-1	-8	0.0	-1	3	-2	5	1
Cc1ccc(CNC(=O)CC(C)S(=O)(=O)c2ccc3c(c2)NC(=O)C(C)S3)cc1 (centres undefined)	2	-207	x	2	5	-4	1	-3
COC(=O)C(C(=O)OC)c1ccccc1NC(=O)OCc1ccccc1	x	-3	2.4	-4	-1	x	x	x
CC(C)OC(=O)c1c(NC(=O)Cn2cnc([N+](=O)[O-])n2)sc2c1CCCC2	-3	x	x	x	x	-1	4	-1
CC(=O)NC(c1cccs1)c1cc(F)c2cccnc2c1O (centres undefined)	2	-8	-0.3	-2	0	56*	-79	-9
Cc1ccc(S(=O)(=O)Nc2ccc3c(c2)C(=O)N([C@H](C)CO)C[C@@H](C)[C@@H](CN(C)S(=O)(=O)c2cn(C)cn2)O3)cc1	1	-6	-0.5	8	1	6	0	6
COc1ccc(C(CC(=O)c2ccccc2)CC(=O)c2ccccc2)cc1OC	x	-3	x	0	2	-1	x	x
Cc1noc(C)c1S(=O)(=O)N(C)C[C@H]1Oc2c(NS(=O)(=O)c3cn(C)cn3)cccc2C(=O)N([C@@H](C)CO)C[C@H]1C	1	-6	1.2	16	1	-5	0	-1
CCC(=O)N1CCC2(CC1)CN(S(C)(=O)=O)[C@@H](CO)c1c2c2ccc(OC)cc2n1C	x	-1	0.0	-8	2	x	x	x
Cc1cccc2c1cnn2C(=O)Nc1cc(F)ccc1F	6	-6	0.0	1	x	3	26	-19
COCC(=O)N(C)C[C@@H]1Oc2cc(C#CCC(C)C)ccc2S(=O)(=O)N([C@H](C)CO)C[C@H]1C	-1	11	-0.3	1	2	-7	3	-3
O=C(c1nc2ccccn2c1CNCCCn1nnc2ccccc21)N1CCOCC1	2	-16	0.0	3	4	-17	10	-5
CCNC(=S)NNC(=O)c1cccn(Cc2ccc(Cl)cc2)c1=O	-2	x	x	x	x	44*	-3	-3
COc1ccc(C#Cc2ccc3c(c2)[C@H]2[C@H](CCN2Cc2nccs2)[C@@H](CO)N3)cc1	x	48	0.1	-5	-1	x	x	x
C/C(CC(=O)NC1CCCCCC1)=N\NC(=O)c1cnccn1	x	-22	0.4	-2	0	25	x	x
COc1ccccc1OCCCn1c(=O)sc2ccccc21	-1	x	x	x	x	-21	u	-2
O=C(NNS(=O)(=O)c1ccccc1)c1sccc1-n1cccc1	3	x	x	x	x	-3	-2	-15
CCNC(=O)OC[C@H]1O[C@H](C#Cc2ccc(C(C)(C)C)cc2)C=C[C@H]1O	x	-11	-0.2	-2	-1	x	x	x
Cc1cc(C(=O)NC2CCN(Cc3ccccc3)CC2)n[nH]1	-1	-7	x	5	-8	0	-8	0
C[C@H](NC(=O)C[C@H]1C[C@H]2c3cc(NC(=O)C4CCOCC4)ccc3O[C@H]2[C@@H](CO)O1)c1ccccc1	-5	-7	0.5	1	1	-5	1	5
C[C@H](O)C#Cc1cnc2c(c1)C(=O)N([C@H](C)CO)C[C@@H](C)[C@H](CN(C)C(=O)CC1CC1)O2	5	-3	1.3	0	2	-6	-1	0
COc1ccc(C(=O)COC(=O)CN2C(=O)C3C4C=CC(C5CC45)C3C2=O)cc1 (centres undefined)	x	-16	0.6	7	2	-3	x	x
COc1cccc(-n2c(SCC(=O)NC3CCS(=O)(=O)C3)nc3ccccc3c2=O)c1 (centres undefined)	-2	-13	x	-8	0	-3	-3	-9
COc1ccc(/C=N/n2c(C)nc3sc(C)c(C)c3c2=O)cc1	-6	-8	x	0	-3	x	x	-1
CCC(=O)N(C)C[C@@H]1Oc2ncc(C#CCc3ccccc3)cc2C(=O)N([C@@H](C)CO)C[C@@H]1C	-1	-14	0.1	8	1	-3	7	-2
Cc1nn(-c2ccccc2)c(C)c1/C=C/C(=O)OCC(=O)Nc1ccc(S(N)(=O)=O)cc1	x	-18	-0.1	9	6	x	3	x
C[C@@H]1CCCCO[C@@H](CN(C)Cc2ccc(C(F)(F)F)cc2)[C@@H](C)CN([C@@H](C)CO)C(=O)c2cc(NC(=O)Cc3ccccc3)ccc2O1	0	x	0.3	x	x	2	10	-2
CC(C)(C)N1C(=O)[C@H]2[C@@H](c3ccc(Br)cc3)N3C(=O)N(c4cccc(Cl)c4)C(=O)[C@@]3(Cc3ccccc3)[C@H]2C1=O	-1	-6	0.1	2	-1	-1	2	4
CCN(CC)C(=O)CSc1nnc(-c2ccc(S(=O)(=O)N3CCCC3)cc2)o1	6	x	x	x	x	4	-5	0
C[C@@H]1CN([C@@H](C)CO)C(=O)Cc2cc(NC(=O)CCCCCC(=O)Nc3ccccc3N)ccc2O[C@H]1CN(C)S(=O)(=O)c1cn(C)cn1	5	-9	0.0	-5	0	-3	2	-9
Cc1nnc(NC(=O)CSc2nnc(-c3ccc(S(=O)(=O)N4CCCC4)cc3)n2C)s1	-3	x	x	x	x	-5	-10	5
CN(CC(=O)NCc1cccs1)CC(=O)Nc1ccccc1Cl	-1	1	x	-5	-1	x	-6	1
COc1ccc2nc(-c3ccccc3)cc(C(=O)OCC(=O)N3CC(C)OC(C)C3)c2c1 (centres undefined)	2	-38	1.1	0	5	-5	2	-7
CN(C)CC#Cc1ccc([C@H]2[C@@H](CO)N3CCCCN(CC4CCOCC4)C[C@@H]23)cc1	8	35	-0.3	-3	1	-3	3	-10
CN(C)CCCNC(=O)C[C@H]1CC[C@H]2[C@@H](COC[C@H](O)CN2CC2CCCCC2)O1	x	5	0.1	-10	-1	x	x	x
O=C(O)C[C@@H]1C[C@@H]2c3cc(NC(=O)Nc4ccccc4)ccc3O[C@@H]2[C@H](CO)O1	1	15	0.5	4	0	-5	2	-3
CCCNC(=O)N[C@@H]1CC[C@H](CCNS(=O)(=O)c2cccc(F)c2)O[C@H]1CO	0	-2	-0.4	-5	-20	0	1	2
O=C(NCC(=O)N1CCCCCC1)c1ccc(OC(F)F)cc1	-7	-1	x	-2	2	4	-7	0
Cc1cc2c(cc1C)/C(=N/NC(=O)c1ccccn1)CCC2	5	-15	20	1	1	x	x	6
Cc1noc(C)c1S(=O)(=O)Nc1ccc2c(c1)C(=O)N([C@H](C)CO)C[C@H](C)[C@@H](CN(C)C(=O)NC(C)C)OCCCC[C@H](C)O2	2	-8	x	0	1	-5	1	-3
COC(=O)C1=C(C)NC(C)=C(C(=O)OC)C1c1ccco1	x	-8	-0.1	6	1	-2	x	x
Cc1cc(NCC(C)C)n2ncnc2n1	0	x	-1.1	x	x	-2	-3	-1
COC(=O)C1(C#N)C(c2ccccc2)C1(C(=O)OC)C(=O)OC (centres undefined)	-4	x	x	x	x	-9	-5	-5
CCOCCNC(=O)c1ccc2c3c(cccc13)CC2	-1	0	x	-4	-1	x	13	-4
c1ccc2c(c1)oc1c(Nc3ccc4c(c3)OCCO4)ncnc12	-1	-13	x	-9	-1	-7	28	-11
COCC(=O)Nc1ccc2c(c1)C(=O)N(C)C[C@@H](OC)[C@@H](C)CN(Cc1cc(F)ccc1F)[C@@H](C)CO2	-1	-55	0.2	2	1	-1	4	-5
CC(C)NC(=O)Nc1ccc2c(c1)C(=O)N([C@@H](C)CO)C[C@@H](C)[C@H](CN(C)CC1CCCCC1)O2	1	3	0.1	1	-3	-22	0	-1
Cc1ccc(S(=O)(=O)N2C[C@H](O)COC[C@H]3O[C@@H](CC(=O)NCC4CCCCC4)CC[C@@H]32)cc1	0	34	-0.1	10	2	-4	4	-10
C[C@H](CO)N1C[C@H](C)[C@@H](CN(C)S(=O)(=O)c2ccccc2F)OCc2cnnn2CCCC1=O	1&3	-8&-4	-0.1&-0.1	4&-1	0&-2	3	0&1&2	7&5
O=S(=O)(Nc1cccnc1Cl)c1ccc2c(c1)OCCO2	-8	-5	x	-3	-2	-3	0	-4
C[C@H]1CN([C@@H](C)CO)C(=O)c2cc(-c3cccnc3)cnc2O[C@H]1CN(C)C(=O)c1ccccc1F	0	-1	-0.3	-8	2	-5	-2	-7
O=C(COC(=O)c1ccccc1O)NC(c1ccccc1)c1ccccc1	0	-5	-0.2	4	-1	-14	x	5
Cc1nn(CC(=O)Nc2ccc(Cl)cc2Cl)c(=O)c2ccccc12	3	-4	x	2	-1	x	2	-2
CCc1noc(C)c1C(=O)Nc1nc(-c2ccc(F)cc2)c(C)s1	9	-3	0.5	3	0	-5	-6	7
CCOc1ncccc1C(=O)OCC(=O)c1ccc(OC)c(OC)c1	x	-28	x	-4	2	0	x	x

Remaining list, next part:
SMILES	PglD DTNB	RAD52 anneal inh	E-sel inducer	ERp5 block	CASP6 VEID inh	ARNT TACC3 PPI	esBAF inh	RAD54 inh
Cc1cc(C)c(C(=O)COC(=O)CNC(=O)c2ccccc2C)c(C)c1	x	-9	0.8	-3	-2	2	x	x
C[C@@H]1CN([C@H](C)CO)C(=O)c2cccc(NS(=O)(=O)c3ccccc3)c2O[C@@H]1CN(C)Cc1ccc(-c2ccccc2)cc1	3	4	0.6	-1	0	-7	-1	4
C[C@H](CO)N1C[C@H](C)[C@H](CN(C)CC2CCCCC2)Oc2c(NS(=O)(=O)c3cn(C)cn3)cccc2C1=O	1	22	8.9	0	x	x	2	-3
CSc1cccc(NC(=O)C2CCCN2S(=O)(=O)c2ccc3c(c2)CCC(=O)N3)c1 (centres undefined)	-1	x	x	x	x	6	12	-12
OCC1CCCCN1C(=S)Nc1cccc(Cl)c1 (centres undefined)	4	-19	1.3	3	-1	-2	x	-7
COc1ccc(C)cc1S(=O)(=O)N1CCCCC1	0	x	x	x	x	-1	-4	-11
O=C(C1CC1)N1CCCCN2[C@@H](CO)[C@H](c3ccc(-c4cccc(F)c4)cc3)[C@@H]2C1	-2	12	-0.2	2	0	-3	x	0
O=C(COc1cccc(F)c1)Nc1ccc2[nH]c(=O)[nH]c2c1	x	-2	-1.2	-2	2	3	-2	x
Cc1noc(C)c1NC(=O)N1C[C@@H](O)COC[C@H]2O[C@@H](CC(=O)NCC3CC3)CC[C@@H]21	1	3	0.1	0	1	-27	-3	-5
C[C@H](CO)N1C[C@H](C)[C@@H](CN(C)C(=O)c2ccc(F)cc2)Oc2ncc(Br)cc2C1=O	x	-2	-0.5	-3	x	x	1	x
C[C@@H]1CCCCO[C@H](CN(C)Cc2ccccc2)[C@H](C)CN([C@@H](C)CO)C(=O)c2cc(NC(=O)Cc3ccccc3)ccc2O1	-2	-1	x	-3	3	2	-7	7
Fc1ccc(NC(=S)Nc2ccc(F)c(Cl)c2)cc1Cl	4	x	x	x	x	-5	-3	-1
CC1C=NC(S(=O)(=O)N2CC[C@H]3[C@@H](CO)N(C)c4ccc(-c5ccccc5F)cc4[C@H]32)=N1 (some centres undefined)	-2	-2	0.5	2	2	2	5	11
